Compound activity (PubChem)
GLP1R cytotox = cytotoxicity counter-screen for GLP-1 receptor inverse agonists; HEK293 cAMP-luciferase reporter cells, luminescence, 24 h; actives 0.13% (n = 410,000); Potency, µM (highest dose often 38.3 µM), inactives show at the top dose activity change, negative = inhibition, usual class: inhibitors; AID 624418;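 further: loss of luciferase light is scored as toxicity; potency means the concentration at half of the fitted maximal effect; on the % scale 0 is the no-effect control and ±100 the full control effect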
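Quantitative HTS format, 1536 wells, 200 cells/uL seeded. Compounds: 23 nL, 24 h, 37 °C. Detection: luciferase reagent, luminescence at 12 min RT; decreased signal taken as cytotoxic.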
GLP-1R inv ag = acts as inverse agonist at human GLP-1 receptor | P43220 | HEK293 GLP-1R CRE-luciferase, luminescence, 24 h; GLP-1R form is constitutively active | Potency, µM (highest dose often 38.3 µM), without a hit: at the highest dose activity change, negative = inhibition, actives largely listed as inhibitors | actives 1.6% (n = 410,000); further: potency means the concentration at half of the fitted maximal effect; on the % scale 0 is the no-effect control and ±100 the full control effect; nearly all actives have a fitted effect of over 55% in size
Target sequence (P43220 whole entry, looked up): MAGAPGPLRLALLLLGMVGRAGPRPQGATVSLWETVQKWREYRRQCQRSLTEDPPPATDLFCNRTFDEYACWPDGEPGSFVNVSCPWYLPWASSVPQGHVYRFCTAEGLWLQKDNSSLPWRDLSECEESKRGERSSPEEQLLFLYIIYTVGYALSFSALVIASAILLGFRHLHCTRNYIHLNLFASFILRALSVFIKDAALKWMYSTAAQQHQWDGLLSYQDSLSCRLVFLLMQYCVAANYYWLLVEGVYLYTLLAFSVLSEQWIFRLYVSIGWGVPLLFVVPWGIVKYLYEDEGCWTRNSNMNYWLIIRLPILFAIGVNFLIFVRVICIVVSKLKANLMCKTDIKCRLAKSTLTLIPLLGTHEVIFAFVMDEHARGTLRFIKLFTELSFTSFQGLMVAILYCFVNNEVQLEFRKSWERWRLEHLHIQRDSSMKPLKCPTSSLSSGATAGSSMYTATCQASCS
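GLP-1R inverse agonism mode: basal reporter luminescence in engineered HEK293 cells measured after one day of compound exposure at 37 deg C, with a 12 min room-temperature detection step.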
aSyn yeast inh = rescues yeast growth from alpha-synuclein toxicity; Yeast expressing alpha-synuclein, growth rescue, BacTiter-Glo, 24 h; Potency, µM (doses to about 46.1 µM), inactives show top-dose growth rescue (activation), most hits filed as activators; actives 0.14% (n = 370,000); AID 652106; further: potency means the concentration at half of the fitted maximal effect; % of control where 0% means no effect; nearly all actives have a fitted effect of over 65% in size
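Screening used galactose-induced yeast with toxic alpha-synuclein levels, exposed to compound for 24 hr at 30 deg C. Cell growth, read with BacTiter-Glo luminescence, gave the measured signal.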
KB-V1 MDR tox = KB-V1 MDR subline cytotoxicity; KB-V1 MDR cells viability, CellTiter-Glo, 72 h; actives 3.4% (n = 400,000); AID 1347076; Potency, µM (doses to about 46.1 µM), without a hit: top-dose activity change, negative = cytotoxicity, actives largely listed as cytotoxic; further: potency means the concentration at half of the fitted maximal effect; on the % scale 0 is the no-effect control and ±100 the full control effect; nearly all actives have a fitted effect of over 60% in size
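Drug-selected KB-V1 cells, grown in DMEM lacking phenol red with 10% FBS, receive compound titrations; after three days at 37 degrees C, surviving cell ATP is quantified by CellTiter-Glo luminescence and responses normalized and curve-fitted.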
DRD3 agonist = D3 dopamine receptor (human) agonism. D3R DiscoveRx beta-arrestin cells, luminescence, 90 min. max activation, %. actives 0.58% (n = 410,000). AID 652048; in the data active means max activation above about 30%; further: 0% is about no effect; mostly tested at two doses, the higher about 12 µM
Target sequence (P35462 whole entry, looked up): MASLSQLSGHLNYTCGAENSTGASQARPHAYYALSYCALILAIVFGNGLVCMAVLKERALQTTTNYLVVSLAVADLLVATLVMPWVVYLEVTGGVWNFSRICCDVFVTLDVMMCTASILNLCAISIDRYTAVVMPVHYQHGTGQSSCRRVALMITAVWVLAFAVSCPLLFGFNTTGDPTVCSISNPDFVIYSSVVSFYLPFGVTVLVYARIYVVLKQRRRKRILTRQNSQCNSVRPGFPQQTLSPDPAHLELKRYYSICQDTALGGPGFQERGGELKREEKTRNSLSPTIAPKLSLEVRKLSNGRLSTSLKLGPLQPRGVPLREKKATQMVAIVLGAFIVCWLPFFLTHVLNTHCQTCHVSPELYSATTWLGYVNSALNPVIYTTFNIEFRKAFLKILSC
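Agonist mode: compounds and dopamine controls were applied to plated cells for 90 min at 37 degrees C after an overnight attachment at 1500 cells/well. Luminescent read-out followed 30 - 60 minutes at room temperature with DiscoveRx detection reagent.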
TDP-43 yeast inh = rescues yeast growth from TDP-43 toxicity | TDP-43 expressing yeast growth rescue, BacTiter-Glo, 24 h | Potency, µM (top dose mostly 46.1 µM), without a hit: top-dose growth rescue (activation), actives largely listed as activators | actives 1.8% (n = 410,000); further: potency means the concentration at half of the fitted maximal effect; % of control where 0% means no effect; nearly all actives have a fitted effect of over 50% in size
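Growth rescue of TDP-43-toxic yeast measured as ATP luminescence (BacTiter-Glo). Cells grown to mid-log in raffinose, induced in galactose at OD600=0.02, exposed to compound 24 hr at 30 deg C.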
PTHR1 ag = PTHR1 (human) receptor agonism; HEK293 GP2 PTHR1 cells, GloSensor cAMP luminescence, 1 h; Potency, µM (highest dose often 115 µM), for the others: at the highest dose activation, hits mostly activators; Q03431; actives 0.075% (n = 410,000); AID 743266; further: potency means the concentration at half of the fitted maximal effect; nearly all actives have a fitted effect of over 55% in size; some results filed as inactive show a strong effect at the top dose; inactives centre near -15; many of its hits are not listed in these tables
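HEK-293-derived GP2 cells expressing PTHR1 and a GloSensor cAMP reporter, 3,000/well, plated overnight, given luciferin plus IBMX (each 0.5 mM as added) for 1 h at 37 °C, then compound for 1 h at 37 °C. Luminescence was read after 15 min at room temperature.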
DRD3 antagonist = D3 dopamine receptor (human) antagonism; max response, negative = inhibition, %; actives 2.5% (n = 360,000); P35462; D3R cells, DiscoveRx beta-arrestin luminescence, antagonist mode; active compounds read low; in the data active means max response below about -50%; inconclusive means no clear call, values can overlap the other calls; further: on the % scale 0 is the no-effect control and ±100 the full control effect; mostly tested at two doses, the higher about 12 µM
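Cells plated overnight at 1500 cells/well, then exposed to library compounds with dopamine controls for 90 minutes at 37 degrees C. DiscoveRx reagent added for 30–60 minutes at room temperature; luminescence read, quantitative HTS format.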
GLP1R ag = GLP-1 receptor (human) agonism; P43220; HEK293 GLP-1R CRE-luciferase, luminescence, 4-6 h; cells express a hypersensitive GLP-1R form; Potency, µM (highest dose often 45.6 µM), inactives show at the highest dose activation, usual class: activators; actives 0.007% (n = 380,000); further: potency means the concentration at half of the fitted maximal effect; % of control where 0% means no effect
* = called active by the depositor; i = inactive; ? = inconclusive; nt = no result given; & = joins results of further samples; [ ] = dose if it differs, or a comment. Unless noted, the call rests on the fitted dose curve; in most records, active means well fitted curve in the direction sought with a large enough effect; inconclusive means small, poorly fitted or top-dose-only effect, or another doubt; inactive means no such curve, though single readings can be large; an effect the other way counts as inactive or inconclusive. A portion of the library; the hit share may differ from the screen's.

Under each structure: GLP1R ag	KB-V1 MDR tox	DRD3 agonist	DRD3 antagonist	PTHR1 ag	GLP-1R inv ag	aSyn yeast inh	GLP1R cytotox	TDP-43 yeast inh
- C/C=C/c1ccc(O)c(OC)c1
    9%&4%	0%	-6&8	13	-11%	12%	-1%	6%	-9%
- CS(=O)(=O)N(CC(=O)N1CCC(C(N)=O)CC1)Cc1ccc(Cl)c(Cl)c1
    2%	13%	5	18	i	8%	4%	-2%	-3%
- Cc1ccc(OCCNC(=O)Cn2cnc3c(=O)n(C)c(=O)n(C)c32)cc1C
    -12%	0%	-5	-21	-26%	-10%	16%	-9%	-11%
- CC(C)CNC(=O)c1cccc(NC(=O)Cc2ccc(Br)cc2)c1
    6%	3.3µM*	3	10	-22%	?	6%	3%	1%
- CCN(C[C@H]1N[C@@](C)(C(=O)OC)[C@H]2C(=O)N(Cc3ccccc3)C(=O)[C@@H]12)S(=O)(=O)c1ccccc1
    6%	0%	11	-7	i	7%	0%	-12%	14%
- CCN(CC)CCN(C(=O)c1ccc(S(=O)(=O)N2CCCC2)cc1)c1nc2cc(C)cc(C)c2s1
    -5%	-7%	-23	?	i	?	5%	-9%	-27%
- CCC(=O)N1CCc2cc(S(=O)(=O)CCC(=O)Nc3cccc(F)c3)ccc21
    -1%	3%	0	-1	i	10%	-2%	-6%	3%
- CC(C)OCCCNC(=O)CN1C(=O)CC(C)(C)S(=O)(=O)c2ccccc21
    -3%	-17%	4	4	-37%[inhibitor]	3%	-7%	1%	4%
- CC1CCN(c2nc3ccccn3c(=O)c2C=O)CC1
    7%	18%	1	-8	-19%	15%	1%	-7%	1%
- CCOc1nc(Nc2ccccc2F)nc(OCC)n1
    26%	14%	1	0	11%	29%	0%	11%	?
- COc1ccc([C@H]2CC(=O)C=C(c3ccc(NC(C)=O)cc3)C2)cc1OC
    7%	1%	8	2	-58%[inhibitor]	115%[activator]	2%	3%	9%
- CCC(C)(C)NC(=O)CN(C(=O)c1ccc(N2CCCC2)nc1)c1ccc(F)cc1
    4%	-4%	4	5	i	0%	-2%	-18%	19%
- CC1=NN(C(=O)c2ccc(Cn3nc(C)c([N+](=O)[O-])c3C)cc2)C(O)(C(F)(F)F)C1 (stereo not drawn)
    -7%	9.2µM*	-11	?	-30%	?	9%	?	-1%
- O=C(O)COn1c(-c2ccccc2)nc2ccc(Cl)cc21
    4%	24%	2	3	-19%	1%	0%	3%	-11%
- Cc1cc(C(=O)OCC(=O)Nc2ccc(F)c(F)c2F)c(C)o1
    11%	-21%	-5	3	i	-16%[7.66 µM]	0%	-14%[7.66 µM]	22%[9.22 µM]
- Cc1nnc(N/N=C/c2cccc(OCc3ccc(Cl)c(Cl)c3)c2)n1N
    -14%	?	-7	-17	-22%	?	2%	-4%	-2%
- CCCCn1c(N)c(N(CCC(C)C)C(=O)C2CC(=O)N(c3ccccc3OCC)C2)c(=O)[nH]c1=O (stereo not drawn)
    3%	4%	7	6	-25%	3%	0%	12%	-15%
- COCCCNC(=O)CCn1c(=O)c2ccccc2n(CC(=O)NCCc2ccc(OC)c(OC)c2)c1=O
    0%	24%	-11	0	?	-40%	19%	2%	-16%
- CCN(CC)S(=O)(=O)N1CCC(C(=O)NC(C)CCc2ccccc2)CC1 (stereo not drawn)
    3%	0%	-9	-21	i	-9%	0%	-19%	-12%
- Cc1ccc(S(=O)(=O)NCC(=O)N2CCC(C)CC2)cc1
    -2%	-21%	-7	10	-11%	-8%	4%	-17%	-2%
- COc1ccc(OC)c(NC(=O)COC(=O)c2ccc(-n3cnnn3)cc2)c1
    2%	-5%	-4	-19	?	0%	-3%	5%	-15%
- O=c1c2oc3ccccc3c2ncn1Cc1cccc(Cl)c1
    6%	-1%	-9	0	-13%	17%	1%	11%	nt
- O=c1cc(CN2CCN(S(=O)(=O)c3ccccc3)CC2)nc2ccc(Cl)cn12
    -3%	-26%	-7	11	-4%	4%	7%[1.84 µM]	1%	14%
- C=CCOc1c(Br)cc(/C=N/NC(=O)Cc2ccc(C(F)(F)F)cc2[N+](=O)[O-])cc1OC
    4%	-6%	-4	?	-12%	2%	-6%	6%	-4%
- Cc1ccc(OCCn2c(CCCO)nc3ccccc32)cc1
    3%	5%	1	-15	-30%	-27%	-5%	4%	0%
- CCC(C)CNC(=O)c1cccc(OC2CCN(CC(C)(C)C)CC2)c1 (stereo not drawn)
    -4%	-6%	-8	-6	-6%	-27%	2%	1%	nt
- CC(=O)N1CCc2cc(S(=O)(=O)NC(CC(C)C)C(=O)Nc3ccc4c(c3)OCCO4)ccc21 (stereo not drawn)
    -3%	-17%	-7	-18	-5%	-16%	-1%	0%	15%
- Cc1ccc(NC(=O)Cn2c(=O)c(C)nc3ccccc32)cc1
    1%	-24%	-4	-4	i	-19%	1%	8%	12%[9.22 µM]
- COC(=O)c1ccc(Oc2c(Cl)cccc2[N+](=O)[O-])cc1
    1%	19%	-2	3	i	-1%	14%	-5%	?
- NCCc1nnc(SCc2ccccc2)o1
    -2%	-3%	-1	-13	-2%[57.5 µM]	0%	1%	-14%	21%
- O=C(NC1CCCCCCC1)C1c2ccccc2C(=O)N1Cc1ccco1 (stereo not drawn)
    0%	-17%	3	44	-6%[57.5 µM]	0%	5%	-25%	-13%
- Cc1cc(S(=O)(=O)Nc2ccc3cn[nH]c3c2)c(C)cc1Cl
    12%	?	12	10	-20%	?	15%	-12%	-9%
- CN(CC(=O)NNC(=O)c1cccnc1)S(=O)(=O)c1cc(Cl)ccc1Cl
    16%	0%	0	-12	i	48%[activator]	-2%	9%	-25%
- O=C(CSc1cccc2cccnc12)Nc1ccccc1F
    23%	-2%	-9	5	i	?	21%	?	0%[1.82 µM]
- C=CCN(Cc1nc(-c2cc(OC)ccc2OC)oc1C)C1CCS(=O)(=O)C1 (stereo not drawn)
    3%	?	-4	13	i	29%	0%	-1%	-10%
- Cc1ccc(N(C)S(=O)(=O)c2nnc(NC(=O)c3ccco3)s2)cc1
    -2%	0%	-16&-26	?	-27%	-21%&-4%	-1%	-8%&1%	-27%&3%
- CC12CCC(CC1=O)C2(C)C (stereo not drawn)
    7%	-11%	1	12	-5%	10%	-2%	18%	-8%
- Cc1cc(C)cc(NC(=O)CN2C(=O)c3ccccc3Sc3ccc(C(=O)N4CCOCC4)cc32)c1
    nt	nt	8	nt	-36%[inhibitor]	-2%	nt	1%	11%
- CCOc1cc(C2C3=C(CC(C)(C)CC3=O)N(CCOC)C3=C2C(=O)CC(C)(C)C3)ccc1O
    4%	3%	2	-19	-24%	10%	-2%	0%	-11%
- COc1ccccc1/C=C1\SC(=S)N(CCC(=O)NC2=NCCS2)C1=O
    12%	3%	2	-16	-13%	-3%	1%	-5%	8%

Complete entries as entered above. Values in the order: GLP1R ag	KB-V1 MDR tox	DRD3 agonist	DRD3 antagonist	PTHR1 ag	GLP-1R inv ag	aSyn yeast inh	GLP1R cytotox	TDP-43 yeast inh
Shown for `C/C=C/c1ccc(O)c(OC)c1` : 9%&4%	0%	-6&8	13	-11%	12%	-1%	6%	-9%
Shown for `O=C(CSc1cccc2cccnc12)Nc1ccccc1F` : 23%	-2%	-9	5	i	?	21%	?	0%[1.82 µM]

Following part.
Under each structure: GLP1R ag	KB-V1 MDR tox	DRD3 agonist	DRD3 antagonist	PTHR1 ag	GLP-1R inv ag	aSyn yeast inh	GLP1R cytotox	TDP-43 yeast inh
- COc1ccc(Cl)cc1C(=O)Nc1ccc2nc3n(c(=O)c2c1)CCCC3
    14%	?	2	16	i	36%[activator]	4%	0%	0%
- Cc1nc2scc(C)n2c(=O)c1S(=O)(=O)Nc1ccc(N2CCN(C(=O)C(C)C)CC2)cc1
    10%	-10%&0%	7&-7	11	-23%&-23%	12%&6%	?	6%&-1%	?
- Cc1ccc(S(=O)(=O)c2cnc(SCC(=O)Nc3ccc4c(c3)OCCO4)[nH]c2=O)cc1
    0%	2%	-11	nt	i	12%	0%	-2%	-1%
- CC(CC(=O)N1CCN(S(=O)(=O)c2ccc([N+](=O)[O-])cc2)CC1)c1ccccc1 (stereo not drawn)
    -7%	18%	-5	-21	-21%	-5%	0%	5%	16%
- COCCn1c(SCC(=O)N2CCCc3ccccc32)nnc1-c1ccoc1C
    -1%	-10%	4	9	-1%	4%	7%	-1%	18%
- CC1(c2ccccc2)NC(=O)N(CC(=O)Nc2ccc(S(N)(=O)=O)cc2)C1=O (stereo not drawn)
    11%	-1%	0	8	-10%	26%	2%	12%	6%
- CC(=O)Nc1cccc(OC(=O)COc2ccc(Br)cc2)c1
    -8%	-3%	-2	-10	i	11%	-6%	2%	-15%
- CCc1nnc(NS(=O)(=O)c2ccc(NC(=O)c3cccc(OC(F)(F)C(F)F)c3)cc2)s1
    -1%	10%	-7	-2	-23%	7%	-4%	18%	0%
- COc1ccc2cc(C(=O)C3CCCN(Cc4ccccn4)C3)ccc2c1 (stereo not drawn)
    7%	0%	-7	3	-20%	?	12%	?	nt
- c1ccc2c(c1)NC(CN1CCOCC1)CO2 (stereo not drawn)
    0%	4%	-4	8	-22%[57.5 µM]	6%	-2%	0%	-9%
